SUMO Mot1 rescue: yeast Mot1-301 growth rescue at high temperature, primary screen, SUMOylation pathway inhibitor project, S. cerevisiae, ATP luminescence, 38.5C; 1% of 320,000 active; growth rescue, % at 18.8 µM; S. cerevisiae Mot1-301 growth rescue; percent above DMSO median, 100 means doubled;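 active means every valid replicate shows activation above 250% relative to neutral control wells; inactive means the rest, any valid replicate at or below 250%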;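 further: OY570 slx delta 5 strain wells were the positive control but not used for scaling; some compounds called inactive have numbers as strong as hits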
PKA-R1A activ: activators of PKA-R1A holoenzyme, primary screen, biochemical, fluorescence polarization, Cy5-IP20, bovine R1A, mouse PKAc; activation, % at 11.4 µM; cAMP-dependent protein kinase type I-alpha regulatory subunit (Bos taurus) + …; PKA-R1A dissociation; scaled: DMSO 0%, 113 µM cGMP 100%; AID 504707, 2011; 0.083% of 340,000 active;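 active means percent activation above the mean of all tested compounds plus 3 SD, cut at about 19% in these data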;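 further: higher means more PKAc released from R1A so a rise in polarization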
Tat transport: E. coli Tat export inhibitors, primary screen, MC4100, TorA-mCherry reporter, fluorescence, single point; inhibition, % at 10 µM; 0.036% of 340,000 active; AID 488895, 2010;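 active means mean replicate inhibition at least 50% and at least half of replicates individually reaching 50%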;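 further: exported cargo escapes ClpAP degradation while cytoplasmic cargo is degraded and loses fluorescence; 0% = median of neutral control wells and 100% = median of NaSCN control wells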
OPRM1-OPRD1 inv: inverse agonists of MOR-DOR heterodimerization, primary screen, cell-based, luminescence; Mu-type opioid receptor (Homo sapiens) + Delta-type opioid receptor (Homo sapiens), …; cell-based MOR-DOR heterodimer luminescence, inverse agonism; inhibition, % at 9.3 µM; 0.21% of 340,000 active; in the data active means inhibition above about 22%, passing the limit was not always enough;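 further: 0% = cells with DMSO and 100% = wells without cells with DMSO; values of inactives mirror those of a sister screen read the other way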
AddAB inh: growth inhibition of E. coli expressing H. pylori AddAB, primary screen, AddAB inhibitor project, absorbance | 0.29% of 330,000 active | AID 435030, 2010 | inhibition, % at 11.9 µM; in the data active means inhibition above about 12%;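 further: 0% = vehicle wells of infected cells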
MOR-DOR ag: agonists of OPRM1-OPRD1 heterodimerization, primary screen, cell-based, luminescence; 0.3% of 340,000 active; cells; Mu-type opioid receptor (Homo sapiens) + Delta-type opioid receptor (Homo sapiens), …; activation, % at 9.3 µM; in the data active means activation above about 18%;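 further: 0% = vehicle-treated cells and 100% = reference agonist; values of inactives mirror those of a sister screen read the other way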
PfHsp90 set2: growth inhibition of PfHsp90-expressing yeast, primary screen, antimalarial PfHsp90 inhibitor project, S. cerevisiae, BacTiter-Glo luminescence, single point, set 2; 0.32% of 310,000 active; BacTiter-Glo ATP, 48 h; yeast lacking PDR1 and PDR3 efflux regulators; inhibition, % at 9.4 µM;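 active means every replicate shows inhibition above about 80%, whatever the replicate mean, limit read from the data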;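 further: 0% = DMSO neutral controls and 100% = 20 µM radicicol positive controls; yeast relying on Plasmodium falciparum Hsp90 in place of its own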
HTR5A inv ctr: HTR5A inverse agonists in luminescence cell assay, primary screen, counter-screen for OPRM1-OPRD1 heterodimer inverse agonist project, full-deck HTS | 5-hydroxytryptamine receptor 5A (Homo sapiens), P47898 | HTR5A cell line, inverse agonism | inhibition, % at 9.3 µM | 0.083% of 340,000 active | AID 504634, 2011; in the data active means inhibition mostly above about 23%, no sharp cut-off; inactive means mostly below about 18%;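 further: 0% = cells with DMSO and 100% = no-cell wells with DMSO; some compounds called inactive have numbers as strong as hits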
Target sequence (P47898 whole entry, looked up): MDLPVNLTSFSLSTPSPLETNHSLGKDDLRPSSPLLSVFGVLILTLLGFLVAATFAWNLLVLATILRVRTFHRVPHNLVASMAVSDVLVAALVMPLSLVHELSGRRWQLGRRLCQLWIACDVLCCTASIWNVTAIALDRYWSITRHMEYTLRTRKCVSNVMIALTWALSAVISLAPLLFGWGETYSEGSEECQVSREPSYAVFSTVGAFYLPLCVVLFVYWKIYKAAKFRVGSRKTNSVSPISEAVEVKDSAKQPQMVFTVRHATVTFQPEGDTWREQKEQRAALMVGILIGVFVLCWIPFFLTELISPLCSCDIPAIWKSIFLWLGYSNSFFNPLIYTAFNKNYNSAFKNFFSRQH
phage Ecoli inh: growth loss of phage-infected E. coli, primary screen, RecBCD inhibitor project, absorbance, with phage, HTS. 0.26% of 360,000 active. inhibition, % at 11.9 µM; in the data active means inhibition above about 11%
E coli growth: E. coli V3065 growth inhibition, primary screen, counter-screen for AddAB inhibitor project, absorbance, OD600 | inhibition, % at 11.9 µM | 0.27% of 330,000 active | 18 h | AID 449728, 2010;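 active means inhibition above the campaign's mean inhibition across all tested compounds plus 3 SD, cut at about 9.9% in these data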;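 further: uninfected addAB+ strain grown without phage in ampicillin broth; 0% = DMSO wells and 100% = ciprofloxacin 0.95 µg/ml wells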
PKA-R2B act: activators of PKA-R2B holoenzyme, primary screen, biochemical, fluorescence polarization, Cy5-IP20, human. cAMP-dependent protein kinase catalytic subunit beta (Homo sapiens) + cAMP-dependent …. PKA-R2B holoenzyme dissociation; R2B truncated from residue 108, S112A mutant; 0% DMSO only, 100% 113 µM cGMP. activation, % at 11.4 µM. 0.079% of 340,000 active. AID 504700, 2011;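 active means activation above a cutoff set at the mean over all compounds plus 3 SD, cut at about 18% in these data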;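 further: higher means more holoenzyme dissociation and a rise in polarization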
Target sequence (P31323 whole entry, looked up, other chains not shown, the tested form may be a part): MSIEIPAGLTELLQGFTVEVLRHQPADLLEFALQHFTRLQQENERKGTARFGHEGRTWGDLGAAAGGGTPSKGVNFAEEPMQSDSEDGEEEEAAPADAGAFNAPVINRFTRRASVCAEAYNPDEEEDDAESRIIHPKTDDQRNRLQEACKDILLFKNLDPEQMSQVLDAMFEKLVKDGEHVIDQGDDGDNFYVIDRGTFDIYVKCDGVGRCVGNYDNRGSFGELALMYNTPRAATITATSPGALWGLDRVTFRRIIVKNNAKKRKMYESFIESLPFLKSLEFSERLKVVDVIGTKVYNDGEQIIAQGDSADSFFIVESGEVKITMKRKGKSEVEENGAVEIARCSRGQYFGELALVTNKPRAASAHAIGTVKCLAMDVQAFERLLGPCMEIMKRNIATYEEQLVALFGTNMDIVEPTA
* marks the source's active call; other numbers are inactive results; / = no result given.

Sequence of screens – SUMO Mot1 rescue, PKA-R1A activ, Tat transport, OPRM1-OPRD1 inv, AddAB inh, MOR-DOR ag, PfHsp90 set2, HTR5A inv ctr, phage Ecoli inh, E coli growth, PKA-R2B act
> Cc1ccc(CCNC(=O)CC(C)CC2=NS(=O)(=O)c3ccccc3N2)cc1 (centres undefined)
  13, 10, -2, 9, 2.5, -1.7, 6, 17, -0.6, -0.5, 2
> CCN(C(=O)COC(=O)c1ccc([N+](=O)[O-])o1)C1CCCCC1
  45, 6, -6, -15, 1.3, 3.4, /, -3, 4.4, 1.1, 1
> CC(NC(=O)CN(C)S(=O)(=O)c1cnc[nH]1)c1ccccc1 (centres undefined)
  3, -10, 2, 6, 2.7, -1.2, 3, 0, 2.6, 2.6, -4
> CN(C)CCCN(C(=O)/C=C/c1cccs1)c1nc2c(F)cccc2s1
  /, -17, 2, -16, /, 3.0, 5, -4, 0.0, /, -8
> COc1ccc(CC(=O)NCc2cccs2)cc1OC
  /, 8, 3, 8, -2.0, -1.5, 19, -8, 3.8, 1.4, -3
> Cn1c(C(=O)NCCc2c[nH]c3ccccc23)cc2sccc21
  -9, 1, 1, -5, 1.7, 0.8, -5, 4, 1.1, -0.4, 2
> CCNC(=O)c1oc2c(c1C)C(=O)CC(C)(C)C2
  2, 1, -5, 18, 4.6, -3.6, -18, 16, 1.6, 0.7, 11
> CCOC(=O)C1=C(C)N(C)C(=O)NC1c1cccc(O)c1 (centres undefined)
  11, -2, -2, -2, 3.2, 0.3, 10, 1, 0.8, 2.8, -1
> CN(C(=O)COC(=O)C(Cc1ccccc1)NC(=O)c1ccccc1)c1ccccc1 (centres undefined)
  8, 7, 2, -14, 0.3, 2.7, -3, 0, 0.8, -4.7, -5
> CC(C)NC(=O)/C(C#N)=C\c1ccc(N(C)C)c(Br)c1
  -10, 8, 0, 17, 1.3, -3.4, 2, 9, 3.5, 0.8, -3
> CC(C)CNC(=S)Nc1ccc(S(N)(=O)=O)cc1
  9, 0, -9, 6, -1.9, -1.1, 5, 0, 4.8, -2.6, -7
> Cc1ccc(CNC(=O)COC(=O)CCOc2ccc(C)cc2)cc1
  15, 5, 9, 6, 0.0, -1.0, -47, -28, 1.1, 0.5, -8
> CCOC(=O)c1sc(NC(=O)CCN2CCC(C)CC2)c(C(=O)OCC)c1C
  5, -10, -3, 15, -1.7, -3.1, -2, 7, 2.7, -0.8, -8
> Cc1cc(=O)[nH]c(SCC(=O)Nc2ccc(Br)cc2)n1
  9, -6, -8, 18, -0.4, -3.6, -11, -10, 3.8, 0.9, -5
> CCOc1ccc(N(CC(=O)NC2CCCC2)C(=O)CSc2nnc(COc3ccccc3)o2)cc1
  -20, -1, 0, -7, 0.8, 1.2, -39, -32, -0.8, 1.2, 4
> COc1cc(C)c(C(C)C)cc1S(=O)(=O)n1cnc(C)c1
  12, -3, 6, 18, -0.9, -3.3, -34, -25, 2.7, -0.6, -10
> Cc1ccc[n+](CC(=O)Nc2cc(C(F)(F)F)ccc2N2CCOCC2)c1
  303, 6, 1, 6, 5.1, -1.2, /, 5, -0.3, -0.6, -6
> CN(c1ccccc1)S(=O)(=O)c1ccc(Cl)c(C(=O)Nc2nc3ccccc3[nH]2)c1
  -2, 0, 3, 5, -3.7, -0.9, 2, 19, -1.8, -5.2, -14
> COc1cccc(CN2CCN(Cc3ccc(OC)c(OC)c3)CC2CCO)c1 (centres undefined)
  -2, -6, -9, 8, 0.2, -1.5, 15, -8, 0.8, -0.7, 0
> CN(C)CCNC(=O)c1cccc2nc3cccc(F)c3nc12
  /, -2, 1, 4, /, -0.8, -2, -5, 0.0, /, 1
> CC(C)C(NC(=O)c1ccccc1)C(=O)NC1=NCCS1 (centres undefined)
  -6, 4, -5, -1, 0.3, 0.2, 15, 3, -0.6, -1.1, 7
> COc1ccc(CC(=O)NCC2CCCCC2)cc1OC
  100, 0, 3, 6, 0.4, -1.3, -15, 7, 2.4, 0.6, -6
> Cc1[nH]n(-c2ccccc2)c(=O)c1/C=N/n1c(C)nc2ccccc2c1=O
  238, -10, 1, 14, -1.0, -2.4, /, -2, 1.9, 1.9, -6
> Cc1ccc(CNS(=O)(=O)c2cc3c4c(c2)CCN4C(=O)CC3)cc1
  -15, 7, -7, 7, -1.4, -1.3, 31, -3, 1.2, 1.2, -5
> CCOC(=O)CCc1c(C)c2ccc(OC3CCCCC3=O)c(C)c2oc1=O (centres undefined)
  -8, -1, -13, 2, 0.6, -0.4, -3, -7, 0.8, -0.4, 1
> Cc1cc(C)cc(NC2=C(N)C(=O)c3ccccc3C2=O)c1
  -18, -2, -1, -15, -0.5, 3.4, -39, 13, /, -2.5, 3
> CCN(CC)CCNC(C(=O)Nc1cccc(C(C)=O)c1)c1ccccc1 (centres undefined)
  -5, -1, -1, 19, 2.7, -3.8, 29, 0, 1.7, 0.3, -2
> Cc1ccc(CSc2nnc(Cn3c(=O)sc4ccccc43)n2C)cc1
  55, 15, -3, 8, 3.2, -1.7, 11, -2, 0.9, 0.9, -6
> C[C@H](NC(=O)Cn1cncn1)c1ccccc1
  -29, 0, -2, 0, 0.1, 0.0, 5, -4, 2.2, 0.1, 1
> CCN(CC)c1ccc(NC(=O)COc2ccccc2C#N)cc1S(=O)(=O)Nc1ccc(OC)cc1
  0, 0, -5, -2, 1.7, 0.4, 14, -15, 4.4, -0.6, 5

Nine of these compounds in a different format.
structure | SUMO Mot1 rescue | PKA-R1A activ | Tat transport | OPRM1-OPRD1 inv | AddAB inh | MOR-DOR ag | PfHsp90 set2 | HTR5A inv ctr | phage Ecoli inh | E coli growth | PKA-R2B act
COc1ccc(CC(=O)NCC2CCCCC2)cc1OC | 100 | 0 | 3 | 6 | 0.4 | -1.3 | -15 | 7 | 2.4 | 0.6 | -6
Cc1[nH]n(-c2ccccc2)c(=O)c1/C=N/n1c(C)nc2ccccc2c1=O | 238 | -10 | 1 | 14 | -1.0 | -2.4 | / | -2 | 1.9 | 1.9 | -6
Cc1ccc(CNS(=O)(=O)c2cc3c4c(c2)CCN4C(=O)CC3)cc1 | -15 | 7 | -7 | 7 | -1.4 | -1.3 | 31 | -3 | 1.2 | 1.2 | -5
CCOC(=O)CCc1c(C)c2ccc(OC3CCCCC3=O)c(C)c2oc1=O (centres undefined) | -8 | -1 | -13 | 2 | 0.6 | -0.4 | -3 | -7 | 0.8 | -0.4 | 1
Cc1cc(C)cc(NC2=C(N)C(=O)c3ccccc3C2=O)c1 | -18 | -2 | -1 | -15 | -0.5 | 3.4 | -39 | 13 | / | -2.5 | 3
CCN(CC)CCNC(C(=O)Nc1cccc(C(C)=O)c1)c1ccccc1 (centres undefined) | -5 | -1 | -1 | 19 | 2.7 | -3.8 | 29 | 0 | 1.7 | 0.3 | -2
Cc1ccc(CSc2nnc(Cn3c(=O)sc4ccccc43)n2C)cc1 | 55 | 15 | -3 | 8 | 3.2 | -1.7 | 11 | -2 | 0.9 | 0.9 | -6
C[C@H](NC(=O)Cn1cncn1)c1ccccc1 | -29 | 0 | -2 | 0 | 0.1 | 0.0 | 5 | -4 | 2.2 | 0.1 | 1
CCN(CC)c1ccc(NC(=O)COc2ccccc2C#N)cc1S(=O)(=O)Nc1ccc(OC)cc1 | 0 | 0 | -5 | -2 | 1.7 | 0.4 | 14 | -15 | 4.4 | -0.6 | 5

Going on with the list:
Sequence of screens – SUMO Mot1 rescue, PKA-R1A activ, Tat transport, OPRM1-OPRD1 inv, AddAB inh, MOR-DOR ag, PfHsp90 set2, HTR5A inv ctr, phage Ecoli inh, E coli growth, PKA-R2B act
> O=C(NCCS(=O)(=O)c1ccc(Br)cc1)c1c(F)cccc1F
  44, -8, -1, 2, -0.1, -0.3, 5, -8, 0.2, -0.2, -9
> O=C(/C=C/c1ccccc1O)c1ccccc1
  /, 1, -1, -17, /, 3.4, 15, -14, 2.5, /, -10
> CCOC(=O)C1CCN(c2ncnc3c2oc2ccc(Br)cc23)CC1
  40, -7, 13, -18, -1.6, 3.3, 43, -11, 3.4, -1.5, -7
> CCn1c2c(c3cc(C(=O)O)ccc31)CCCC2=O
  -14, -7, -20, 8, 1.8, -1.4, 29, 14, 2.7, 0.0, -13
> Cc1cc(=O)oc2c(CN3CC(C)OC(C)C3)c(O)c(Cl)cc12 (centres undefined)
  -2, -8, -15, 21, 2.6, -3.6, -2, -18, -1.1, 0.9, 0
> COc1ccccc1NC(=O)N1CCC(C(=O)c2ccc(Cl)cc2)CC1
  31, -9, 4, 11, 1.8, -1.7, 12, 6, 1.9, -1.4, -7
> CN(C(=O)c1cccnc1)c1nc(-c2ccccc2)cs1
  -2, -13, -1, -25, 0.3, 4.8, -2, -5, 2.6, 1.1, -5
> Cn1c(CSCC(=O)Nc2ccccc2)nnc1SCc1ccccc1
  -6, -9, 2, 18, 0.8, -3.4, -20, 15, -0.2, -1.2, -6
> CCOC(=O)c1c(C)nc2sc3c(c2c1-c1ccc(OC)cc1)NC(c1ccc(OC)cc1)NC3=O (centres undefined)
  /, -2, 5, 25, -0.8, -5.1, -22, -12, 2.4, 1.3, 8
> COCCNc1nc2c(c(=O)n(C)c(=O)n2C)n1Cc1cccc(C)c1
  -8, -8, -6, -1, 1.1, 0.1, -12, -6, 2.2, -1.5, -4
> Cc1onc(-c2ccccc2Cl)c1C(=O)c1ccccc1
  -5, -19, -2, 4, -0.2, -0.8, 11, 17, 0.1, -0.6, -2
> O=C1c2ccccc2NC(c2ccc(O)cc2)N1c1ccccc1 (centres undefined)
  14, -1, -7, 16, -1.0, -3.4, 18, 7, -0.4, -1.4, -1
> COc1cccc(/C=C/C(=O)NNC(=O)c2ccccc2)c1OC
  /, 7, -3, 11, 0.6, -2.1, 9, 16, 3.0, 1.2, -15
> Cc1ccc([N+](=O)[O-])c(OCCCN2C(=O)NC(C)(C)C2=O)c1
  -1, 2, -4, -20, 0.4, 3.7, 17, 14, 4.7, 0.5, -12
> Cc1cc(C)nc(Sc2ccc(C=O)cc2[N+](=O)[O-])n1
  -12, -4, 23, 19, 2.0, -3.9, -30, 20, 0.2, -1.8, -11
> CC(Oc1ccc2ccc(=O)oc2c1)C(=O)c1ccccc1 (centres undefined)
  6, -5, -5, 4, -0.7, -0.6, -19, 8, 4.1, -1.7, 1
> CCOC(=O)C1(Cc2cccc(OC)c2)CCCN(C(=O)CNC(C)=O)C1 (centres undefined)
  -8, -4, -3, 6, -1.2, -1.1, -8, -6, -2.3, 0.9, -1
> O=C(c1cccc(Cl)c1)N1CCN(c2ncnc3c2cnn3-c2ccccc2)CC1
  254, 1, -4, 14, 3.9, -3.0, -7, -12, 4.0, -0.9, -13
